Compound activity from PubChem.
IDH1 R132H inh: inhibitors of human mutant IDH1 R132H | O75874 | IDH1-R132H enzyme, NADPH consumption, diaphorase/resazurin fluorescence | Potency, µM (series often up to 76.6 µM), without a hit: at the highest dose activity change, negative = inhibition, usual class: inhibitors | 0.093% of 390,000 active; note: potency is the fitted concentration of half-maximal effect; % is set by controls: 0 for no effect and ±100 for the full control effect; nearly all actives have a fitted effect of over 65% in size
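IDH1-R132H (0.5 ug/mL) preincubated 30 min with compound, then NADPH (0.016 mM) and alpha-KG (2 mM) added; 80 min at RT, pH 7.5. Remaining NADPH coupled via diaphorase/resazurin to fluorescence (540/590 nm); concentration-response curves normalized to no-enzyme control.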
PI4K2A inh: blocks human PI4K2A kinase activity | Q9BTU6 | activity change, negative = inhibition, % at 76.9 µM | purified PI4K2A, ADP-Glo luminescence, 1 h; stronger effect = lower value | 0.13% of 420,000 active; in the data active = activity change below about -50%; inconclusive = mostly about -30% to -49%;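 note: -100% = wells without enzyme as full effect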
Target sequence (Q9BTU6 whole entry, looked up): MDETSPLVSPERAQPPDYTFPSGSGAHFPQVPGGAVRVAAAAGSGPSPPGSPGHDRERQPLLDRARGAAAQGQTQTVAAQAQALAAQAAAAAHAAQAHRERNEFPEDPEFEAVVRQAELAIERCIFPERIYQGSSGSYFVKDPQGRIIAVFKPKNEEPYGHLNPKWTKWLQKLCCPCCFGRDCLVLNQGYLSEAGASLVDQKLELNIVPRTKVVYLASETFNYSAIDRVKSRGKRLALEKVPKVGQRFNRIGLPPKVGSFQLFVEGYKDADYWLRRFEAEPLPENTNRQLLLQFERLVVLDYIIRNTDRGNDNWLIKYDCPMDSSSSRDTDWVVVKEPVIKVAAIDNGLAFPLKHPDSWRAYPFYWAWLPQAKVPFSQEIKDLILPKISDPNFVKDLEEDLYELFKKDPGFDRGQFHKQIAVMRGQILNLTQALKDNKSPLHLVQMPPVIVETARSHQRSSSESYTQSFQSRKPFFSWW
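PI4K2A activity was measured by ADP-Glo luminescence: enzyme (4 ug/mL stock) and phosphatidylinositol (1.2 mM stock) in Tris pH 7.5/MgCl2/EGTA/Triton X-100 buffer were reacted with ATP (300 microM stock) for one hour at ambient temperature.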
D2 agonist: agonists of human D2 dopamine receptor | P14416 | HEK293 T-REx D2 cells, calcium flux agonist mode | activation, % at 2 µM | 0.53% of 340,000 active | AID 485358;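 active = activation over 3 SD above normal in the single-dose calcium agonist read, cut at about 30% in these data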; note: 0% is about no effect
Target sequence (P14416 whole entry, looked up): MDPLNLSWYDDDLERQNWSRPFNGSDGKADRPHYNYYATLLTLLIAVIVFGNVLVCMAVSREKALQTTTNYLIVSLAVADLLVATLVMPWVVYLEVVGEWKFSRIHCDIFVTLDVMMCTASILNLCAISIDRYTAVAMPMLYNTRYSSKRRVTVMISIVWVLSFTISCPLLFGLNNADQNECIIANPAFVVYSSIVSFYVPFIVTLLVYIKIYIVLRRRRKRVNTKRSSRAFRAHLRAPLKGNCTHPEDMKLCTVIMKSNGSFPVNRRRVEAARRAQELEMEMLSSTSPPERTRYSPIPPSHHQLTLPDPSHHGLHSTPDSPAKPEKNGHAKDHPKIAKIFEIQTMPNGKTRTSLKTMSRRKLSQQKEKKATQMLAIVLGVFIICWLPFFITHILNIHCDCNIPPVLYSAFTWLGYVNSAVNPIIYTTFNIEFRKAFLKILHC
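Tetracycline-induced HEK293 T-REx cells with force-coupled D2 receptor, plated overnight at 30 C, loaded with no-wash calcium dye. After a 10 s baseline, compound was pin-added and calcium flux read kinetically for 180 s; calcium rises flagged agonists.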
TRHR enhancer: allosterically enhances the human TRH receptor; TRHR cells, fluo-8 calcium fluorescence, EC20 TRH enhancement; enhancement, % at 2 µM; 0.66% of 360,000 active; AID 493056; in the data active = enhancement above about 30%; note: 0% is about no effect
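Enhancer read-out: after compound pinning and an initial kinetic agonist-mode read, an EC20 of TRH (10 nM final) was injected and fluo-8 calcium signal (Ex 480/Em 530) followed at 1 s/cycle for 100 cycles in TRHR-expressing cells.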
TRHR ag: activates the human TRH receptor. activation, % at 2 µM. 0.18% of 360,000 active. TRHR cells, calcium flux fluo-8, FDSS agonist mode. AID 493084. P34981; in the data active = activation above about 30%; note: 0% is about no effect
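In this calcium-flux screen, cells bearing human TRHR are dye-loaded with fluo-8, baselined for 10 cycles, then exposed to library compounds; positive kinetic calcium responses during the agonist phase mark hits, with TRH as control.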
D2 antag: D2 dopamine receptor (human) antagonism. inhibition, % at 10 µM. AID 485344. 2% of 340,000 active. P14416. HEK293 TREx D2 cells, calcium flux, dopamine EC80; in the data active = inhibition above about 30%; note: 0% is about no effect
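Inhibition of EC80 dopamine-driven calcium flux, recorded kinetically, defines activity here; cells are a tetracycline-induced HEK293 T-REx line expressing force-coupled D2.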
USP1 inh: USP1/UAF1 (human) deubiquitinase inhibition | 0.23% of 390,000 active | recombinant USP1/UAF1, Ub-Rhodamine cleavage fluorescence | O94782 | Potency, µM (top dose mostly 57.1 µM), inactives show at the highest dose activity change, negative = inhibition, hits mostly inhibitors | AID 743255; note: potency is the fitted concentration of half-maximal effect; % is set by controls: 0 for no effect and ±100 for the full control effect; nearly all actives have a fitted effect of over 60% in size; inactives centre near -12
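Step one: compound is pinned into 1nM USP1/UAF1 in HEPES pH 7.8 buffer with TCEP. Step two: 15 min room-temperature incubation. Step three: Ub-Rho (150nM final) starts cleavage, tracked by fluorescence over six one-minute reads.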
rTrxR1 inhibitor: inhibitors of rat thioredoxin reductase 1 | O89049 | recombinant rTrxR1, NADPH fluorescence consumption, selenite substrate | Potency, µM (top dose mostly 114 µM), without a hit: at the highest dose activity change, negative = inhibition, most hits filed as inhibitors | 1% of 390,000 active | AID 588453; note: potency is the fitted concentration of half-maximal effect; % is set by controls: 0 for no effect and ±100 for the full control effect; nearly all actives have a fitted effect of over 65% in size
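Rat TrxR1 (90 nM in the dispensed reagent) was pre-reduced with 400 uM NADPH for 5 min at room temperature, then incubated with compound for 15 min. After 400 uM selenite was added, NADPH fluorescence (Ex 340/Em 450 nm) was followed for 8 min.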
TrxR1 substrate: substrates of rat thioredoxin reductase 1; purified TrxR1 substrate turnover, NADPH consumption readout; Potency, µM (doses to about 114 µM), inactives show at the top dose activity change, negative = substrate turnover; 0.01% of 390,000 active; note: potency is the fitted concentration of half-maximal effect; % is set by controls: 0 for no effect and ±100 for the full control effect; nearly all actives have a fitted effect of over 50% in size
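Rat TrxR1, dispensed at 90 nM, was prereduced with 400 uM NADPH (final) for 5 min at ~22 deg C, then incubated with compound 15 min before 400 uM selenite. A first-read NADPH fluorescence drop versus no-compound background flagged substrates.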
* hit, by the source's call; & = joins results of further samples; [ ] = remark or other dose. Unless noted, calls come from the whole dose curve; as a rule, active = well fitted inhibition curve with a large enough effect; inconclusive = small, poorly fitted or top-dose-only effect; inactive = no such curve, though single readings can be large or run the other way.

What do the screens show for `CCn1nc(NC(=O)c2cccnc2)c2cc3ccccc3nc21`?
IDH1 R132H inh: 0%; PI4K2A inh: 1; D2 agonist: 0.5; TRHR enhancer: -4; TRHR ag: -0.4; D2 antag: 2; USP1 inh: -8%; rTrxR1 inhibitor: 4%; TrxR1 substrate: 5%

How did CC(OC(=O)C1=COCCO1)C(=O)NC1CCCCC1C (stereo unspecified) do in these assays?
IDH1 R132H inh: -9%; PI4K2A inh: -2; D2 agonist: 0.3; TRHR enhancer: 6; TRHR ag: 0.7; D2 antag: -1; USP1 inh: -19%; rTrxR1 inhibitor: 17%; TrxR1 substrate: -3%

Results for O=C(CSc1nnc(Cc2ccccc2)o1)Nc1ccc2c(c1)OCO2 ?
IDH1 R132H inh: -2%; PI4K2A inh: 8; D2 agonist: -0.7; TRHR enhancer: -5; TRHR ag: -0.9; D2 antag: 1; USP1 inh: -5%; rTrxR1 inhibitor: 14%; TrxR1 substrate: -1%

What do the screens show for `CCOC(=O)Cc1csc(NC(=O)CN2CCCCC2)n1`?
IDH1 R132H inh: 13%; PI4K2A inh: -5; D2 agonist: -0.2; TRHR enhancer: 3; TRHR ag: 0.0; D2 antag: 10; USP1 inh: -9%; rTrxR1 inhibitor: 2%[57.1 µM]; TrxR1 substrate: 4%[57.1 µM]

What do the screens show for `CS(=O)(=O)Nc1ccccc1C(=O)N1CCN(c2ccccc2)CC1`?
D2 agonist: 0.3; TRHR enhancer: 3; TRHR ag: -0.6; D2 antag: -3

How did Fc1ccccc1C1c2[nH]c3ccccc3c2CCN1Cc1cccn1-c1ncccn1 (stereo unspecified) do in these assays?
IDH1 R132H inh: -1%; PI4K2A inh: 0; D2 agonist: -0.2; TRHR enhancer: -12; TRHR ag: -0.4; D2 antag: 2; USP1 inh: -10%; rTrxR1 inhibitor: 8%; TrxR1 substrate: 1%

Results for COc1ccc(NC(=O)c2ccccc2[N+](=O)[O-])cc1OC ?
IDH1 R132H inh: 8%; PI4K2A inh: 2; D2 agonist: -0.2; TRHR enhancer: -6; TRHR ag: 0.3; D2 antag: 22; USP1 inh: 5%; rTrxR1 inhibitor: -9%; TrxR1 substrate: -9%

Results for O=C(NNC(=O)c1ccc2c(=O)n3c(nc2c1)CCC3)c1ccc(Cl)cc1 ?
IDH1 R132H inh: -16%; PI4K2A inh: -2; D2 agonist: -2.1; TRHR enhancer: 7; TRHR ag: 0.0; D2 antag: 2; USP1 inh: -14%; rTrxR1 inhibitor: 18%; TrxR1 substrate: -1%

How did CCOc1ccc(NC(=O)NCCCN2CCN(c3ccc(OC)cc3)CC2)cc1 do in these assays?
IDH1 R132H inh: 12%; PI4K2A inh: 4; D2 agonist: 1.1; TRHR enhancer: 5; TRHR ag: -0.6; USP1 inh: -26%; rTrxR1 inhibitor: 6%; TrxR1 substrate: -4%

Results for COc1ccc(C(=O)NCC(c2cccnc2)N2CCN(c3ccc(F)cc3)CC2)cc1 (stereo unspecified) ?
IDH1 R132H inh: -1%; PI4K2A inh: 1; D2 agonist: -0.6; TRHR enhancer: 11; TRHR ag: -0.3; USP1 inh: 1%; rTrxR1 inhibitor: 15%; TrxR1 substrate: -8%

How did c1ccc(CCCNCCCn2cnc3c(OCc4ccccc4)ncnc32)cc1 do in these assays?
IDH1 R132H inh: -7%; PI4K2A inh: -3; USP1 inh: -17%; rTrxR1 inhibitor: -4%; TrxR1 substrate: 12%

How did Cc1occc1C(=O)NNC(=S)NC(=O)COc1ccc(Cl)cc1Cl do in these assays?
IDH1 R132H inh: 1%; PI4K2A inh: -5; D2 agonist: -1.1; TRHR enhancer: 10; TRHR ag: 0.1; D2 antag: -2; USP1 inh: -22%; rTrxR1 inhibitor: inconclusive; TrxR1 substrate: 0%[57.1 µM]

What do the screens show for `CN(C(=O)N1CCN(S(=O)(=O)c2ccccc2)CC1)c1ccccc1`?
IDH1 R132H inh: 0%; PI4K2A inh: -14; D2 agonist: 0.7; TRHR enhancer: -6; TRHR ag: 0.5; D2 antag: 4; USP1 inh: 2%; rTrxR1 inhibitor: 8%; TrxR1 substrate: -1%

How did CC1(C(=O)NCc2ccccc2)Oc2ccccc2NC1=O (stereo unspecified) do in these assays?
IDH1 R132H inh: 1%; PI4K2A inh: 7; D2 agonist: -0.2; TRHR enhancer: -7; TRHR ag: 0.1; D2 antag: 18; USP1 inh: -18%; rTrxR1 inhibitor: 6%[57.1 µM]; TrxR1 substrate: 3%

Results for CC(=O)Nc1ccc(NC(=O)C2CCCN2C(=O)Nc2ccccc2[N+](=O)[O-])cc1 (stereo unspecified) ?
IDH1 R132H inh: -4%; PI4K2A inh: 8; D2 agonist: 1.3; TRHR enhancer: -2; TRHR ag: 0.1; D2 antag: -3; USP1 inh: -7%; rTrxR1 inhibitor: 10%; TrxR1 substrate: 3%

How did O=C(CSc1nccn(-c2cccc(F)c2)c1=O)Nc1ccc(Cl)cc1F do in these assays?
IDH1 R132H inh: 1%; PI4K2A inh: -8; D2 agonist: 0.4; TRHR enhancer: -1; TRHR ag: -0.5; D2 antag: 12; USP1 inh: -16%; rTrxR1 inhibitor: 17%[57.1 µM]; TrxR1 substrate: -3%

How did N#Cc1ccccc1NCc1ccccc1 do in these assays?
IDH1 R132H inh: -1%; PI4K2A inh: -4; D2 agonist: 0.9; TRHR enhancer: 5; TRHR ag: -1.5; D2 antag: -6; USP1 inh: -3%; rTrxR1 inhibitor: -5%; TrxR1 substrate: 1%

How did CCc1ccc(NC(=O)CSc2nc3ccsc3c(=O)n2CCC(=O)O)cc1 do in these assays?
IDH1 R132H inh: -15%; PI4K2A inh: 0; D2 agonist: -1.0; TRHR enhancer: -1; TRHR ag: -0.2; D2 antag: -22; USP1 inh: -9%; rTrxR1 inhibitor: 10%; TrxR1 substrate: -2%

How did CCC(C)Sc1cccc(-c2nc3cc(C)ccn3c2NC2CCCCC2)c1 (stereo unspecified) do in these assays?
IDH1 R132H inh: 11%; PI4K2A inh: 3&-10; USP1 inh: -28%; rTrxR1 inhibitor: 42%[activator][57.1 µM]; TrxR1 substrate: 37%[activator][57.1 µM]

How did c1cc2c(cc1-c1[nH]ncc1CN1C[C@H]3CC[C@H]1C3)OCO2 do in these assays?
IDH1 R132H inh: -19%; PI4K2A inh: 1; D2 agonist: -2.1; TRHR enhancer: 3; TRHR ag: -0.5; D2 antag: 12; USP1 inh: -22%; rTrxR1 inhibitor: 2%[57.1 µM]; TrxR1 substrate: 1%[57.1 µM]

What do the screens show for `CC1CCCN(C(=O)C2CCN(S(=O)(=O)c3ccc4c(c3)CC(C)N4C(=O)C3CC3)CC2)C1` (stereo unspecified)?
IDH1 R132H inh: 4%; PI4K2A inh: 4; D2 agonist: 0.0; TRHR enhancer: 9; TRHR ag: -1.1; D2 antag: -13; USP1 inh: -7%; rTrxR1 inhibitor: 2%; TrxR1 substrate: -1%

How did COc1ccc(CCNC(=S)Nc2ccccc2C)cc1 do in these assays?
IDH1 R132H inh: 3%; PI4K2A inh: 5; D2 agonist: -0.5; TRHR enhancer: -4; TRHR ag: 0.4; D2 antag: -2; USP1 inh: -21%; rTrxR1 inhibitor: 5%[57.1 µM]; TrxR1 substrate: 4%[57.1 µM]

Results for CC(C)NC(=O)c1onc(CSc2ccccc2F)c1C(=O)O ?
IDH1 R132H inh: -20%; PI4K2A inh: 5; D2 agonist: -1.5; TRHR enhancer: 1; TRHR ag: -0.6; D2 antag: -8; USP1 inh: -6%; rTrxR1 inhibitor: 14%; TrxR1 substrate: -4%

What do the screens show for `COc1ccc(OC)c(C(C(=O)NC2CCCCC2)N(C(=O)c2ccccn2)c2cccnc2)c1` (stereo unspecified)?
IDH1 R132H inh: 9%; PI4K2A inh: -1; D2 agonist: 2.5; TRHR enhancer: -6; TRHR ag: 0.0; D2 antag: -8; USP1 inh: -11%; rTrxR1 inhibitor: 10%; TrxR1 substrate: -4%

How did COc1ccc(N2CCN(C(=O)CCS(=O)(=O)c3cc(Br)cc4c3N(C(=O)C3CC3)CC4)CC2)cc1 do in these assays?
IDH1 R132H inh: -10%; PI4K2A inh: -2; D2 agonist: 0.6; TRHR enhancer: -3; TRHR ag: -0.7; USP1 inh: inconclusive; rTrxR1 inhibitor: 27%; TrxR1 substrate: 6%

What do the screens show for `CN(C)Cc1c(O)ccc2occ(C(O)c3ccccc3)c12` (stereo unspecified)?
IDH1 R132H inh: 1%; PI4K2A inh: -9; TRHR enhancer: -14; TRHR ag: 1.5; USP1 inh: -27%; rTrxR1 inhibitor: 8%[57.1 µM]; TrxR1 substrate: 8%[57.1 µM]

What do the screens show for `Cn1c(CSCc2ccc(Cl)cc2)nnc1SCC(=O)Nc1nccs1`?
IDH1 R132H inh: 3%; PI4K2A inh: -1; D2 agonist: 0.3; TRHR enhancer: -6; TRHR ag: -1.0; D2 antag: -19; USP1 inh: 1%; rTrxR1 inhibitor: -1%; TrxR1 substrate: -2%

Results for CN(CC(=O)Nc1ccccc1Cl)C(=O)COC(=O)Cc1c(F)cccc1Cl ?
IDH1 R132H inh: 0%; PI4K2A inh: 1; D2 agonist: -0.3; TRHR enhancer: 6; TRHR ag: 0.6; D2 antag: -8; USP1 inh: -11%; rTrxR1 inhibitor: 30%; TrxR1 substrate: 6%
